Bioassay records: PubChem, National Center for Advancing Translational Sciences (NCATS)
Tb PYK inh – qHTS of Trypanosoma Brucei Inhibitors; pyruvate kinase (Trypanosoma brucei), Q57TT1; TbPYK enzyme, Kinase-Glo Plus ATP luminescence, 45 min; Potency, µM (top dose mostly 76.8 µM), for inactives: at the top dose activity, negative = inhibition, most hits filed as inhibitors; 410,000 compounds, 0.12% hits; AID 624173, 2012; further: potency means the concentration at half of the fitted maximal effect; on the % scale 0 is the no-effect control and ±100 the full control effect; nearly all actives have a fitted effect of over 50% in size
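T. brucei PYK with substrate was exposed to pin-transferred compounds across a concentration series, then started with 130 uM ADP (final). After 45 min at room temperature, Kinase-Glo Plus luminescence was read, normalized and curve-fitted.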
LmPK inhibitor – qHTS Assay for Inhibitors of Leishmania Mexicana Pyruvate Kinase (LmPK) | purified LmPK, Kinase-Glo ATP luminescence, 1 h | Potency, µM (highest dose often 57.5 µM), for the others: top-dose activity change, negative = inhibition, usual class: inhibitors | 290,000 compounds, 0.37% hits; further: potency means the concentration at half of the fitted maximal effect; on the % scale 0 is the no-effect control and ±100 the full control effect
Target sequence (Q27686 whole entry, looked up): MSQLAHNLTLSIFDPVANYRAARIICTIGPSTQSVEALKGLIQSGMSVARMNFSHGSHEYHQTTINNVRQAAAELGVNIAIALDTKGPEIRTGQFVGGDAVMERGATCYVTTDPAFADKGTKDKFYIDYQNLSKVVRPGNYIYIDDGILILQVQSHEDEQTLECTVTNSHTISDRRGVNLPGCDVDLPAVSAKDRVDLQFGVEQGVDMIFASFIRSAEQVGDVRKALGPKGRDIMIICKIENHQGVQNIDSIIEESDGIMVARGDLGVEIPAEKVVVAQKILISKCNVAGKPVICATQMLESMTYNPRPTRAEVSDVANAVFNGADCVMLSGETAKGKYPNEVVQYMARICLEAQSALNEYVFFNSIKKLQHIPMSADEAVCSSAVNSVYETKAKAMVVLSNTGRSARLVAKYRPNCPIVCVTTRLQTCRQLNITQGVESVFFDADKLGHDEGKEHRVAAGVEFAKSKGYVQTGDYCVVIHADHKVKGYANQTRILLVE
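Pyruvate kinase activity monitored as ATP production (luciferase luminescence). Conditions: 0.1 nM enzyme, 0.5 mM PEP, 0.1 mM ADP, 1 h, RT; normalized against uninhibited and no-enzyme wells.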
Pf growth 48h – Primary qHTS for delayed death inhibitors of the malarial parasite plastid, 48 hour incubation. 310,000 compounds, 5.9% hits. AID 504832, 2011. Potency, µM (titrated, usually from 28.7 µM), inactives show top-dose activity change, negative = inhibition, actives largely listed as inhibitors. P. falciparum luciferase growth in erythrocytes, 48 h; further: potency means the concentration at half of the fitted maximal effect; on the % scale 0 is the no-effect control and ±100 the full control effect
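A one-generation exposure of luciferase-tagged malaria parasites in RPMI 1640/Albumax erythrocyte culture, 37 C and 5% CO2. Inhibition is inferred from decreased luminescence after adding detection reagent.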
Cycloheximide cs – Cycloheximide Counterscreen for Small Molecule Inhibitors of Shiga Toxin | cell reporter, cycloheximide protein synthesis inhibition counterscreen | max response, % | 300,000 compounds, 12% hits; in the data active means max response mostly above about 13%, no sharp cut-off; inactive means mostly below about 14%; further: read at 38.3 µM for the half of the compounds with a filed dose; 0% is about no effect
AMA1-RON2 inh – qHTS for Inhibitors of AMA1-RON; Towards Development of Antimalarial Drug Lead: Primary Screen; Plasmodium falciparum AMA1 (3D7) - RON2 peptide interaction; AlphaScreen AMA1-biotinylated RON2 peptide binding; Potency, µM (doses to about 58.2 µM), inactives show at the top dose activity change, negative = inhibition, hits mostly inhibitors; 360,000 compounds, 0.2% hits;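 further: potency means the concentration at half of the fitted maximal effect; 0% = vehicle wells and -100% = peptide control; nearly all actives have a fitted effect of over 45% in size; some results filed as inactive show a strong effect at the top dose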
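AMA1 (3D7) with his tag at 25 nM final met compounds first, then biotinylated RON2 peptide at 25 nM; detection used donor plus acceptor beads, 10 µg/mL apiece, read by AlphaScreen after 30 min at room temperature.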
Pf growth 96h – Primary qHTS for delayed death inhibitors of the malarial parasite plastid, 96 hour incubation | P. falciparum luciferase reporter growth, 96 h | Potency, µM (highest dose often 28.7 µM), for the others: at the highest dose activity change, negative = inhibition, actives largely listed as inhibitors | 320,000 compounds, 6.9% hits; further: potency means the concentration at half of the fitted maximal effect; on the % scale 0 is the no-effect control and ±100 the full control effect
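Delayed-death screen, second-generation endpoint: infected erythrocytes, 2% hematocrit, 0.05% parasitemia final; 96 hours at 37 C, 5% CO2; luciferase detection reagent; luminescence decrease equals reduced growth.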
Shiga inhibitor – A qHTS for Small Molecule Inhibitors of Shiga Toxin | inhibition, % at 38.7 µM | Vero cells, Shiga toxin protein synthesis inhibition reporter | 290,000 compounds, 9.2% hits | AID 2315, 2010; in the data active means inhibition mostly above about 28%, no sharp cut-off; inactive means mostly below about 43%; further: 0% is about no effect
Active calls of the source: *; ? = inconclusive; · = not tested or not shown; + = active, no number; [ ] = remark or other dose. Unless noted, the call rests on the fitted dose curve; in most records, active means well fitted curve in the direction sought with a large enough effect; inconclusive means small, poorly fitted or top-dose-only effect, or another doubt; inactive means no such curve, though single readings can be large; an effect the other way counts as inactive or inconclusive. No enrichment for hits. Share with any hit: about 21%.

Values run as follows: Tb PYK inh	LmPK inhibitor	Pf growth 48h	Cycloheximide cs	AMA1-RON2 inh	Pf growth 96h	Shiga inhibitor
- Cc1cc(C)n(CC(=O)N/N=C/c2c[nH]c3ccccc23)n1
  0%	3%	34%[activator]	1	18%	26%	-3
- CCCOc1cccc(C(=O)N(Cc2ccco2)C2CCS(=O)(=O)C2)c1 (centres undefined)
  -6%	4%	-3%	-1	-3%	?	1
- COc1ccc(NC(=O)NCc2ccccn2)c(OC)c1
  -9%	-25%	-4%	-2	-1%	19%	-8
- CCOC(=O)C1CCCN(C(=O)CNC(=O)c2nn(-c3ccc(OC)c(Cl)c3)c(=O)c3ccccc23)C1 (centres undefined)
  2%	5%	?	15	-7%	?	16
- COc1ccc(NC(=O)CCCNC(=O)c2ccc(Cl)cc2)cc1OC
  1%	0%	10%	5	3%	?	-6
- C=COCCNC(=O)Nc1ccc(Cl)c(Cl)c1
  3%	5%	-82%	31*	1%	27%	54*
- O=C(c1ccc(N2CCCCC2)c([N+](=O)[O-])c1)N1CCOCC1
  -8%	-7%	12%	-3	0%	?	-14
- CC12CCC(=O)N1C(C(=O)Nc1ccc(SC(F)F)cc1)CS2 (centres undefined)
  -4%	·	-18%	·	27%	-10%	·
- Cc1cc(=O)[nH]c(N/N=C/c2ccc(O)c(O)c2)n1
  -19%	-3%	?	-5	2%	4%	10
- Cc1cc(Cl)c(S(=O)(=O)N2CCCC2)cc1OCC(=O)NC1CCCCC1
  3%	4%	·	-3	18%	0.083µM*	-13
- COC(=O)c1ccc(NC(=O)CSc2nncn2C)cc1
  -3%	3%	24%	0	-13%	23%	4
- Cc1nnc2c(-c3ccccc3)nc3ccccc3n12
  5%	0%	18%	-2	12%	·	15
- CCN(CC(=O)NCc1cccs1)C(=O)COc1cccc(C(F)(F)F)c1
  9%	·	?	·	5%	?	·
- Cc1ccc(C)c2[nH]c(=O)c(CCNC(=O)Cc3cccs3)cc12
  1%	-3%	23%	-2	-7%	-50%	15
- COc1ccc(C(=O)Nc2ccc(NS(=O)(=O)c3ccccc3)cc2)cc1OC
  -7%	7%	-14%	-6	0%	?	-7
- COc1cc2c(c(OC)c1OC)-c1ccc(O)cc1[C@@H](NC(C)=O)CC2
  -13%	·	?	·	1%	67%[activator]	·
- CCOP(=O)(OCC)C(Nc1ccc([N+](=O)[O-])cc1)c1ccc(Cl)cc1 (centres undefined)
  0%	-7%	?	-4	-5%	-6%	-3
- O=C(NCCCCc1ccccc1)c1ccc(Br)o1
  0%	-4%	-22%	18*	4%	-21%	15
- COc1ccc(OCC(=O)Nc2ccc(S(=O)(=O)Nc3cc(C)nc(C)n3)cc2)cc1
  -6%	2%	-25%	18	-2%	1%	8
- CC1CN(C(=O)c2cccs2)CC(C)O1 (centres undefined)
  4%	3%	-7%	-3	6%	3%	1

Shown as a markdown table: part of the list above
| molecule | Tb PYK inh | LmPK inhibitor | Pf growth 48h | Cycloheximide cs | AMA1-RON2 inh | Pf growth 96h | Shiga inhibitor |
| --- | --- | --- | --- | --- | --- | --- | --- |
| Cc1cc(=O)[nH]c(N/N=C/c2ccc(O)c(O)c2)n1 | -19% | -3% | ? | -5 | 2% | 4% | 10 |
| Cc1cc(Cl)c(S(=O)(=O)N2CCCC2)cc1OCC(=O)NC1CCCCC1 | 3% | 4% | · | -3 | 18% | 0.083µM* | -13 |
| COC(=O)c1ccc(NC(=O)CSc2nncn2C)cc1 | -3% | 3% | 24% | 0 | -13% | 23% | 4 |
| Cc1nnc2c(-c3ccccc3)nc3ccccc3n12 | 5% | 0% | 18% | -2 | 12% | · | 15 |
| CCN(CC(=O)NCc1cccs1)C(=O)COc1cccc(C(F)(F)F)c1 | 9% | · | ? | · | 5% | ? | · |
| Cc1ccc(C)c2[nH]c(=O)c(CCNC(=O)Cc3cccs3)cc12 | 1% | -3% | 23% | -2 | -7% | -50% | 15 |
| COc1ccc(C(=O)Nc2ccc(NS(=O)(=O)c3ccccc3)cc2)cc1OC | -7% | 7% | -14% | -6 | 0% | ? | -7 |
| COc1cc2c(c(OC)c1OC)-c1ccc(O)cc1[C@@H](NC(C)=O)CC2 | -13% | · | ? | · | 1% | 67%[activator] | · |
| CCOP(=O)(OCC)C(Nc1ccc([N+](=O)[O-])cc1)c1ccc(Cl)cc1 (centres undefined) | 0% | -7% | ? | -4 | -5% | -6% | -3 |
| O=C(NCCCCc1ccccc1)c1ccc(Br)o1 | 0% | -4% | -22% | 18* | 4% | -21% | 15 |
| COc1ccc(OCC(=O)Nc2ccc(S(=O)(=O)Nc3cc(C)nc(C)n3)cc2)cc1 | -6% | 2% | -25% | 18 | -2% | 1% | 8 |
| CC1CN(C(=O)c2cccs2)CC(C)O1 (centres undefined) | 4% | 3% | -7% | -3 | 6% | 3% | 1 |

Carrying on:
Values run as follows: Tb PYK inh	LmPK inhibitor	Pf growth 48h	Cycloheximide cs	AMA1-RON2 inh	Pf growth 96h	Shiga inhibitor
- Cc1nn(-c2ccccc2)c(Cl)c1/C=N/NC(=O)OC(C)(C)C
  -1%	3%	-3%	38*	3%	?	71*
- CCCCNC(=O)c1cc(C)nn1-c1ccccc1
  2%	6%	1%	1	2%	6%	33
- O=C(NC1=C(Nc2ccc(F)cc2)C(=O)c2ccccc2C1=O)c1ccc(Cl)cc1
  -10%	-13%	0.52µM*	16*	-10%	0.37µM*	+
- Cc1nc2ccccc2c2oc(C(=O)N3CC(C)CC(C)C3)cc12 (centres undefined)
  5%	11%	-15%	7	-2%	6%	-8
- COc1cc(CC(NC(C)=O)C(=O)NC2CCN(C(=O)C3CC3)CC2)cc(OC)c1 (centres undefined)
  -9%	-24%	6%	-4	12%	62%[activator]	2
- Cc1cc(S(=O)(=O)N2CCc3ccccc3C2)ccc1F
  -4%	-4%	-2%	-1	16%	12%	·
- CC(C)[C@H]1CN=C2N(C[C@H](C)NC(=O)CCC3CCCCC3)[C@H](Cc3ccc(O)cc3)CN21
  -16%	1%	12µM*	-5	-5%	4.1µM*	13
- CCOC(=O)c1sc(NC(=O)Cc2c(F)cccc2Cl)nc1C
  2%	-1%	?	30*	-8%	3%	75*
- CC1CC1C(=O)OCC(=O)NNC(=O)c1ccc([N+](=O)[O-])cc1 (centres undefined)
  -5%	·	-22%	·	26%[11.6 µM]	-19%	·
- O=C(NCc1ccccc1)N1CCC(n2cnc3cc(F)ccc32)CC1
  -2%	0%	?	-1	-8%	-19%[5.75 µM]	16
- Cc1ccc(OCC(=O)N/N=C\c2ccco2)c(C)c1
  2%	2%	?	24	1%	?	9
- COc1cc(NC(=O)N2c3ccccc3Sc3ccccc32)c(C(=O)O)cc1OC
  -20%	1%	0%	-1	-25%	?	-9
- CC(C)CC(=O)N1CCN(CC2CC=CCC2)CC1 (centres undefined)
  0%	-9%	-13%	-4	-3%	?	11
- CN(C(=O)CSc1nc(O)cc(=O)n1C1CCCC1)c1ccccc1
  0%	9%	?	-1	-18%	1.7µM*	-4
- CCOc1ccc(NC(=O)N2CCC(n3nnc4ccccc43)CC2)cc1
  -14%	-3%	?	-2	11%	6%	16
- COc1cccc2c1Oc1ncccc1N(C(=O)CCC(=O)NCc1ccccc1)C2
  0%	3%	?	6	13%	-3%	-4
- O=C(NC1CCCN(c2ccc(C(F)(F)F)cn2)C1)c1ccnc(Cl)c1 (centres undefined)
  -15%	4%	29%	-3	-1%	?	-10
- CCC(C)(O)c1[nH]c2ccc(C(=O)OC)cc2c1C (centres undefined)
  1%	-3%	97%[activator]	22*	2%	134%[activator]	34*
- Nc1nc(NCc2ccco2)nc(N2CCCC2)c1[N+](=O)[O-]
  10%	4%	-2%	8	-3%	-15%	27
- Cc1ccc(S(=O)(=O)NCC(=O)N(CC2CCCO2)C(C(=O)NC2CCCCC2)C(C)C)cc1 (centres undefined)
  -3%	-7%	?	-3	11%	10%	-5

Next part
Values run as follows: Tb PYK inh	LmPK inhibitor	Pf growth 48h	Cycloheximide cs	AMA1-RON2 inh	Pf growth 96h	Shiga inhibitor
- CCCNC(=O)CCn1c(-c2ccc(C)cc2)cc(C(=O)OCC)c1C
  6%	1%	·	-4	-2%	·	1
- CCSc1nnc(-c2ccccc2NC(=O)CC)c(=O)[nH]1
  -1%	-3%	-18%	-4	-11%	4.7µM*	-10
- CCC(CO)NCc1sccc1C (centres undefined)
  -9%	2%	-9%	-1	-5%	29%	-10
- Cc1cc(-c2ccc(S(=O)(=O)N(C)Cc3ccccc3)cc2)on1
  3%	0%	-5%	-2	2%	?	-10
- COc1ccc(NC(=O)C(=O)NCC(=O)Nc2cccc(C(F)(F)F)c2)cc1
  -7%	-1%	40%[activator]	-2	19%	15%	-7
- Cc1ccc(S(=O)(=O)N2CCN(C(=O)c3ccc([N+](=O)[O-])cc3)C2)cc1
  -4%	-2%	6%	-7	0%	44%[activator]	3
- Cc1cc2c(cc1C)N(C(=O)CSc1nncn1C)C(C)(C)c1ssc(=S)c1-2
  -18%	-3%	?	-1	?	31%	-8
- Cc1cccc(N2C(=O)c3cccc4c(N5CCCCC5)c([N+](=O)[O-])cc(c34)C2=O)c1C
  -6%	3%	-16%	-2	-1%	372%[activator]	1
- O=C(Nc1ccccc1N1CCCCC1)c1cc(S(=O)(=O)N2CCOCC2)ccc1Cl
  -4%	·	?	·	-20%	?	·
- COc1ccc(/C=C(\C#N)C(=O)OCC(=O)Nc2c(C)cccc2C)cc1
  4%	2%	-1%	-3	-1%	2%	-8
- Cc1ccc2[nH]c(=O)c(CN(c3cccc(C)c3C)S(=O)(=O)c3ccccc3)cc2c1
  5%	0%	?	1	-1%	19%	5
- CCn1c(=O)[nH]c(=O)c2c(N)c(C(=O)c3cc(F)ccc3F)sc21
  -4%	3%	?	-4	1%	?	-4
- COc1ccc(C(=O)c2ccccc2Cl)cc1OC
  3%	-3%	25%	-4	-8%	?	-11
- Cn1nnnc1SCCNCc1ccccc1OCc1ccc(Cl)cc1Cl
  10%	·	·	-3	·	·	6
- CC12CCC(C(=O)NNC(=O)c3ccc(F)cc3)(OC1=O)C2(C)C (centres undefined)
  -5%	-7%	10%	1	11%	11%	-22
